CIT2-GFP yeast: modulators of CIT2-GFP expression in yeast, primary screen, S. cerevisiae, GFP fusion, multiplex flow cytometry, MLPCN library; GFP response vs DMSO, % at 10 µM; 0.065% of 320,000 active; S. cerevisiae CIT2-GFP strain, 3 h; 100 means same as DMSO wells; AID 2029, 2009;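 active means GFP response relative to DMSO above a set limit, near the screen mean plus 3 SD, cut at about 150% in these data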;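 further: ratio of well median GFP fluorescence to mean of DMSO wells on the plate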
RPL19A-GFP yeast: RPL19A-GFP expression modulators in yeast, primary screen, cell-based, S. cerevisiae, multiplex flow cytometry, MLPCN; percent response vs DMSO, % at 10 µM; AID 2025, 2009; S. cerevisiae RPL19A-GFP strain, 3 h; active compounds read low; 0.3% of 330,000 active;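 active means percent response vs DMSO below 50%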;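 further: median channel GFP fluorescence of the barcoded RPL19A-GFP strain; ratio of sample median GFP to plate DMSO average so 100% = DMSO; lower means less RPL19A-GFP as with rapamycin TOR inhibition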
LAP4 TOR yeast: modulators of LAP4-GFP expression in yeast, primary screen, S. cerevisiae, multiplex flow cytometry, MLPCN library. 3 h; median GFP as percent of DMSO wells. GFP response vs DMSO, % at 10 µM. 0.34% of 320,000 active;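 active means GFP response vs DMSO above a set limit, about the screen mean plus 3 SD, cut at about 150% in these data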
AHR activator: AHR activators, primary screen, cell-based, luminescence, luciferase reporter, human. Aryl hydrocarbon receptor (Homo sapiens), P35869. AHR-responsive luciferase reporter cells. activation, % at 5 µM. 2.5% of 320,000 active. AID 2796, 2010; in the data active means activation above about 47%;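 further: 0% = vehicle wells and 100% = reference agonist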
Target sequence (P35869 whole entry, looked up): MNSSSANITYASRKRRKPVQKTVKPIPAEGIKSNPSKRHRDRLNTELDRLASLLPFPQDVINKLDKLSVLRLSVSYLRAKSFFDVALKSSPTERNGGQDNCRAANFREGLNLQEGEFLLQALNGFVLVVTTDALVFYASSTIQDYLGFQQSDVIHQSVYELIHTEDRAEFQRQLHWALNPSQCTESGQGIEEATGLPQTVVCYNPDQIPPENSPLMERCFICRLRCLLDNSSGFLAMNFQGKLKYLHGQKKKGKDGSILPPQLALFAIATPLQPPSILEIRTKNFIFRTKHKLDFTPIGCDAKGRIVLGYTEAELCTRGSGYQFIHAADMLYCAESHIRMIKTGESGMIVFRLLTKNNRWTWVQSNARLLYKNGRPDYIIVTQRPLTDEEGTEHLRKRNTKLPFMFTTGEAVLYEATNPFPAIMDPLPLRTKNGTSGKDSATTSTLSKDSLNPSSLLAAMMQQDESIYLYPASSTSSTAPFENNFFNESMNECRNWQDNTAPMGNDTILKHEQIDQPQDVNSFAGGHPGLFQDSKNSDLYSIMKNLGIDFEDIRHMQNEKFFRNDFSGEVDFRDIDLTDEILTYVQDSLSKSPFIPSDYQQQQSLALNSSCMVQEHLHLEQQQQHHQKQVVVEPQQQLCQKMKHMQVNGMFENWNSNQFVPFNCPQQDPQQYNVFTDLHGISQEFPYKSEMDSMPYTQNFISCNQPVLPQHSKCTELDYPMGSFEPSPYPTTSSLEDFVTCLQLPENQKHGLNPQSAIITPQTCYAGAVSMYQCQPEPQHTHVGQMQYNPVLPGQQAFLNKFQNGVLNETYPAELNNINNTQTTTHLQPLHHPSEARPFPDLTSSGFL
Yeast superoxide: reduction of superoxide in aged yeast, primary screen, HTS; S. cerevisiae aged cells, superoxide DHE fluorescence; active compounds read low; superoxide response (% of plate mean), % at 10 µM; 0.18% of 330,000 active;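 active means superoxide response under a set limit, about three screen SD below normal, cut at about 65% in these data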;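 further: yeast aged for seven days with compound at 30 °C before DHE staining; 100% = average MFI of all compound-treated wells on the plate with controls excluded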
AGP1 TOR yeast: modulators of AGP1-GFP expression in yeast TOR pathway, primary screen, cell-based, multiplex flow cytometry, S. cerevisiae, MLPCN library; 3 h; GFP as percent of DMSO wells; GFP response vs DMSO, % at 10 µM; 0.02% of 320,000 active; AID 2066, 2009;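 active means GFP response relative to DMSO above a set limit, near screen average plus 3 SD, cut at about 150% in these data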;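 further: median GFP channel fluorescence of the gated AGP1 strain per well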
MEP2-GFP yeast: modulators of MEP2-GFP levels in yeast, primary screen, S. cerevisiae, multiplex flow cytometry, MLPCN library. S. cerevisiae MEP2-GFP strain, 3 h; 100% = DMSO control level. GFP response vs DMSO, % at 10 µM. 0.51% of 330,000 active. AID 2016, 2009;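 active means GFP response versus DMSO above a set limit, roughly screen mean plus 3 SD, cut at about 180% in these data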;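 further: median GFP fluorescence of the barcode-gated MEP2-GFP cells per well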
Efflux pump inh: inhibitors of Candida efflux pumps in yeast, primary screen, S. cerevisiae, Nile Red, multiplex; 0.44% of 330,000 active; S. cerevisiae Candida pump triplex; inhibition, % at 10 µM;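 active means plate passing quality check with inhibition over a set limit, or well fluorescence over plate mean plus 4 SD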;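 further: Nile Red retained in pooled yeast measured as flow cytometry median fluorescence; 0% = buffer negative control and 100% = Enniatin B positive control; higher means more Nile Red kept so more efflux inhibition; some compounds called inactive have numbers as strong as hits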
Active calls of the source: *; x = no result given.

SMILES | CIT2-GFP yeast | RPL19A-GFP yeast | LAP4 TOR yeast | AHR activator | Yeast superoxide | AGP1 TOR yeast | MEP2-GFP yeast | Efflux pump inh
Cc1cc(C)cc(NC(=O)CN2CCN(C(=O)c3cccs3)CC2)c1 | 109 | 101 | 101 | 0 | 106 | 105 | 103 | 0.0
Cc1c(C)n(CC(O)CN2C(=O)c3ccccc3S2(=O)=O)c2ccccc12 (configuration not stated) | 92 | 97 | 115 | 21 | 115 | 105 | 105 | -0.1
CCOC(=O)C1C(c2ccc(O)c(O)c2)NC(=S)NC1(O)C(F)(F)F (configuration not stated) | 99 | 100 | 92 | -4 | 103 | 96 | 103 | -0.3
Cc1c(Cl)cccc1NC(=O)CNC(=O)Cc1c[nH]c2ccccc12 | 96 | 105 | 117 | 19 | 109 | 106 | 124 | 0.0
NC(=O)C1CCCc2c1n(Cc1ccccc1)c1ccccc21 (configuration not stated) | 104 | 108 | 98 | x | 102 | 101 | 114 | -0.1
CCOC(=O)c1c(C)nc2c3ccccc3ccn12 | 88 | 87 | 114 | 75* | 92 | 90 | 90 | -0.1
Nc1nc(C2C(=O)CCCC2=O)cs1 | 101 | 101 | 97 | 1 | 114 | 103 | 98 | 0.0
CCN(CC)S(=O)(=O)c1ccc(NC2=NS(=O)(=O)c3ccccc32)cc1 | 99 | 99 | 103 | -3 | 97 | 98 | 103 | 0.2
O=C(COc1ccc(Cl)c(Cl)c1)NC1CCS(=O)(=O)C1 (configuration not stated) | 91 | 101 | 95 | 0 | 110 | 104 | 98 | 0.0
Clc1ccccc1-c1nnc(-c2cccs2)o1 | 111 | 101 | 100 | 39 | 99 | 97 | 103 | -0.3
NC(=O)c1ccc(NC(=O)CN2C(=O)NC(c3ccccc3)(c3ccccc3)C2=O)cc1 | 103 | 96 | 98 | 4 | 108 | 102 | 98 | -0.4
CCOC(=O)C1CCN(C(=O)c2[nH]c3ccc(OC)cc3c2C)CC1 | 102 | 101 | 87 | 3 | 107 | 97 | 101 | -0.1
Cc1nn(CC#N)c(=O)n1N(C)c1ncc(C(F)(F)F)cc1Cl | 107 | 111 | 103 | 1 | 106 | 103 | 104 | -0.1
COC(=O)CCCC1=CC2=CC(=O)C(C)(OC(=O)c3cccs3)C(=O)C2=CN1CCN1CCOCC1 (configuration not stated) | 119 | 109 | 115 | 2 | 104 | 102 | 95 | 0.1
O=C(c1cc(-c2ccc(O)cc2)on1)N1CCCC1 | 98 | 91 | 98 | 0 | 95 | 92 | 127 | -0.1
O=S(=O)(Nc1ccc(-c2ccc3nncn3n2)cc1)c1cccs1 | 95 | 94 | 100 | 3 | 97 | 102 | 97 | -0.2
O=C(NC1CCSc2ccccc21)c1ccccc1F (configuration not stated) | 80 | 99 | 80 | 9 | 94 | 86 | 99 | 1.3
N#Cc1ccccc1S(=O)(=O)N1CCN(C(=O)CCC2CCCC2)CC1 | 102 | 97 | 90 | 1 | 88 | 95 | 96 | -0.1
CCc1ccc(-c2cc3c(=O)n(CC(=O)NCCCN4CCN(Cc5ccccc5)CC4)nc(C)n3n2)cc1 | 104 | 103 | 102 | 5 | 133 | 102 | 108 | 0.0
c1cc(-c2cn(C[C@H]3CC[C@@H]([C@@H]4CC[C@H](Cn5cc(-c6ccsc6)nn5)O4)O3)nn2)cs1 | 119 | 107 | 131 | 2 | 101 | 95 | 98 | -0.1
O=C(NC1CCCc2ccccc21)c1ccc(CNc2c(N3CCOCC3)c(=O)c2=O)cc1 (configuration not stated) | 97 | 95 | 95 | 1 | 95 | 102 | 102 | 0.0
N#CC(CC(=O)c1ccc(F)cc1)c1ccc2c(c1)OCO2 (configuration not stated) | 96 | 101 | 85 | 23 | 103 | 100 | 97 | 0.0
CCOP(=O)(OCC)C(NC(=O)Nc1ccc(Cl)c(Cl)c1)C(N)=O (configuration not stated) | 102 | 103 | 91 | 3 | 94 | 101 | 97 | -0.2
CCc1nnc(NC(=O)c2cc(OC)c(OC)cc2[N+](=O)[O-])s1 | 106 | 105 | 107 | 5 | 110 | 110 | 107 | -0.1
Cc1ccc(C(C)(C)C)c(OCCCCN2CCCC2)c1 | 111 | 105 | 97 | -1 | 95 | 110 | 115 | -0.1
O=C1CN(C(=O)COc2ccccc2)c2ccccc2N1 | 86 | 95 | 89 | 27 | 100 | 93 | 90 | 0.2
C/C(=N\N1C(=O)c2ccccc2NC1c1ccccc1)c1ccccc1O (configuration not stated) | 84 | 92 | 92 | 11 | 98 | 90 | 93 | 0.4
CCOC(=O)c1[nH]c2ccccc2c1NC(=O)CC | 98 | 97 | 101 | 60* | 95 | 95 | 100 | -0.2
CN(C)c1ccc(/C=N/n2ncc3ccccc32)cc1 | 100 | 96 | 103 | 28 | 86 | 99 | 98 | -0.1
COc1cccc(Nc2cc(C)c3ccccc3n2)c1 | 97 | 100 | 107 | 17 | 97 | 91 | 109 | 0.0
O=[N+]([O-])c1cccnc1NCCNc1ncc(C(F)(F)F)cc1Cl | 90 | 96 | 87 | 1 | 96 | 92 | 98 | -0.1
CCOc1ccc(C2C(C(=O)c3ccco3)=C(O)C(=O)N2CCN2CCOCC2)cc1OCC (configuration not stated) | 100 | 97 | 90 | 2 | 95 | 91 | 88 | -0.1
COc1cc2cc(CCCO)oc(=O)c2cc1OC | 100 | 97 | 98 | -2 | 86 | 92 | 96 | -0.4
O=C(COC(=O)/C=C/c1ccccc1Cl)NC1CCCC1 | 89 | 103 | 106 | 0 | 100 | 95 | 98 | -0.1
CCc1ccc(OCC(=O)NNC(=O)c2ccc(NC(=O)C3CC3)cc2)cc1 | 98 | 89 | 95 | -1 | 103 | 96 | 96 | -0.1
Cc1ccc2nc(SCC(=O)Nc3nonc3C)[nH]c2c1 | 108 | 107 | 87 | 41 | 103 | 102 | 99 | -0.1
COC(=O)c1ccc(COc2cccc3c2OC(C)(C)C3)cc1 | 97 | 95 | 97 | 2 | 82 | 98 | 96 | -0.2
O=C(NCCCN1CCCC1=O)C1CCN(S(=O)(=O)c2ccc(F)cc2)CC1 | 109 | 108 | 117 | 1 | 109 | 117 | 107 | 0.0
CCCN1CCN(C(=O)Cn2cnc3ccc(S(=O)(=O)N4CCC(C)CC4)cc3c2=O)CC1 | 103 | 100 | 101 | 2 | 92 | 102 | 103 | 0.0
O=C(COC(=O)/C=C/c1cccc(F)c1)Nc1ccc(Cl)cn1 | 96 | 97 | 101 | 3 | 97 | 100 | 100 | 0.0
CCN(CC)S(=O)(=O)c1ccc(NC(=O)COC(=O)CN2C(=O)c3ccccc3C2=O)cc1 | 124 | 110 | 80 | 3 | 108 | 99 | 113 | -0.1
CCc1ccc(OCC(=O)N/N=C/c2cc([N+](=O)[O-])ccc2N2CCOCC2)cc1 | 87 | 98 | 103 | 3 | 90 | 98 | 115 | -0.6
Cc1ccccc1S(=O)(=O)c1c(C)cc(C)n(C)c1=O | 104 | 94 | 98 | 0 | 98 | 103 | 97 | -0.2
Cc1ccc(Oc2cc(NC(=O)CCCn3nc([N+](=O)[O-])c(Cl)c3C)cc([N+](=O)[O-])c2)cc1 | 99 | 105 | 104 | 1 | 89 | 110 | 110 | -0.1
CC(=O)c1c(C)[nH]c(C(=O)CSc2nnc(-c3ccccc3)o2)c1C | 100 | 101 | 103 | 9 | 98 | 101 | 107 | 0.0
Cc1c(-c2nnnn2-c2ccc(F)cc2)cnc2cc3c(cc12)OCO3 | 102 | 101 | 98 | -1 | 105 | 105 | 96 | -0.2
NCCCC[C@H]1CNC(=S)N1CCc1cc(C(F)(F)F)cc(C(F)(F)F)c1 | 77 | 98 | 137 | 0 | 107 | 80 | 93 | -0.3
O=C(CN1C(=O)NC(c2ccccc2)(c2ccccc2)C1=O)NCCc1ccc(F)cc1 | 116 | 105 | 103 | 2 | 104 | 106 | 108 | -0.6
O=C(NC1CCS(=O)(=O)C1)/C(=C/c1ccco1)NC(=O)c1ccccc1 (configuration not stated) | 101 | 100 | 96 | 1 | 115 | 96 | 97 | 0.2
CCc1ccccc1N(C(=O)CNC(=O)c1ccco1)C(C(=O)NC1CCCC1)c1cccnc1 (configuration not stated) | 108 | 99 | 89 | 2 | 104 | 102 | 102 | 0.1
CC1CN(C(=S)Nc2cccc([N+](=O)[O-])c2)CC(C)O1 (configuration not stated) | 103 | 112 | 70 | x | 79 | 95 | 102 | 0.0
Nc1ncnc(NCc2ccccc2)c1[N+](=O)[O-] | 106 | 106 | 100 | -2 | 98 | 108 | 107 | 0.1
COc1ccc2[nH]c(C)c(CCN(Cc3cccs3)C(=S)Nc3ccc(F)cc3)c2c1 | 100 | 102 | 102 | 26 | 91 | 106 | 102 | -0.1
Cc1ccc(C(=O)NC(C)c2ccc(-n3ccnc3)cc2)o1 (configuration not stated) | 105 | 102 | 109 | 11 | 98 | 101 | 105 | 0.0
CC1=C(C(=O)OCc2ccccc2)C(c2cccc([N+](=O)[O-])c2)NC(=O)N1 (configuration not stated) | 99 | 103 | 102 | -3 | 116 | 101 | 103 | 0.0
O=C(CCC(=O)c1cccs1)NNC(=O)c1cccc(Cl)c1 | 99 | 98 | 99 | 1 | 97 | 102 | 96 | 0.1
CCC(=O)N1CCc2cc(S(=O)(=O)NCCC(=O)N3CC=C(c4ccccc4)CC3)ccc21 | 93 | 99 | 101 | 0 | 135 | 97 | 103 | 0.1
O=C(Nc1cccc2ccccc12)c1cnccn1 | 102 | 101 | 97 | 4 | 99 | 97 | 102 | 0.1
COc1ccccc1-n1c(CNC(=O)c2ccco2)nnc1SCC(=O)Nc1nccs1 | 119 | 101 | 116 | 1 | 99 | 107 | 92 | 0.0
O=C(CSc1nnc2ccc(-c3ccccn3)nn12)NCCc1ccccc1 | 104 | 100 | 107 | 0 | 86 | 102 | 96 | -0.1
Other records follow.
SMILES | CIT2-GFP yeast | RPL19A-GFP yeast | LAP4 TOR yeast | AHR activator | Yeast superoxide | AGP1 TOR yeast | MEP2-GFP yeast | Efflux pump inh
C=CCn1c(Cc2ccccc2)nc2c(cnn2-c2ccccc2)c1=O | 101 | 104 | 109 | 4 | 103 | 109 | 113 | 0.1
CCCCC1(CCCC)NC(=S)N(Nc2ccc(C)cc2)C1=O | 102 | 98 | 97 | 2 | 96 | 98 | 97 | -0.2
COc1ccc(S(=O)(=O)N(CC(C)C)CC(C)C)c2cccnc12 | 100 | 99 | 101 | 2 | 94 | 99 | 100 | 0.1
Cn1c(COc2ccc(F)cc2)nc2ccccc21 | 102 | 104 | 100 | -5 | 88 | 101 | 105 | 0.1
CCOC(=O)C1(C)NC(c2ccco2)C2C(=O)N(CC)C(=O)C21 (configuration not stated) | 102 | 94 | 99 | 0 | 77 | 100 | 95 | 0.0

Screens as filed in PubChem.
